# hcDAF-12 act – activators of H. contortus DAF-12 nuclear receptor. HEK293 hcDAF-12 lit1-tk-luc reporter, luminescence; 0% DMSO, 100% Δ7-dafachronic acid. activation, % at 6.8 µM. 370,000 tested, 1.4% active;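 active = activation above the mean of all tested compounds plus 3 SD, cut at about 5.5% in these data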;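 also: 100% = response to 3 µM Δ7-dafachronic acid high control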
# ssDAF12 agonist – activates DAF-12 receptor from parasite S. stercoralis | activation, % at 6.8 µM | HEK293 ssDAF-12/GRIP1 lit1-tk-luc reporter, luminescence; % of 3 µM dafachronic acid response | 370,000 tested, 1% active | AID 652126;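 active = activation above the mean over all tested compounds plus 3 SD, cut at about 0.9% in these data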;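 also: 0% = DMSO-only wells and 100% = 3 µM delta7-dafachronic acid wells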
# NR1D1 modulator – modulates human Rev-erb alpha binding to DNA; Rev-erbα–FITC-DNA binding, fluorescence polarization, 90 min; activity, % at 10 µM; 370,000 tested, 0.79% active; AID 1259318;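 active = activity above about 14%, limit read from the data; passing the limit was not always enough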;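 also: 0% = DMSO wells with 35 nM protein and 100% = DMSO wells with 750 nM protein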
# PG9 Ab binder – PG9 antibody binding by small molecule; TR-FRET gp120-PG9 antibody binding; AID 624416; 360,000 tested, 0.43% active; inhibition, % at 6.7 µM; in the data active = inhibition above about 8.5%
# SMARCA2 act – activators of SMARCA2 function; MG213 cells, MMTV-luciferase reporter, dexamethasone, overnight; activation, % at 9.1 µM; 370,000 tested, 1% active; in the data active = activation above about 7.8%;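 also: 0% = vehicle wells and 100% = reference activator wells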
# DAX1 inh-1 – NR0B1 (DAX1) inhibition. inhibition, % at 6.75 µM. HEK293 Gal4-DAX1 luciferase reporter, luminescence. AID 504766. 340,000 tested, 0.99% active. P51843;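 active = inhibition above the mean over all tested compounds plus 3 SD, cut at about 4.2% in these data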;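 also: 0% = DAX1-transfected cells with DMSO and 100% = empty-vector control cells with DMSO; inhibition shows as a rise in luminescence from relieved DAX1 repression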
# Target sequence (P51843 207-470 limits assumed): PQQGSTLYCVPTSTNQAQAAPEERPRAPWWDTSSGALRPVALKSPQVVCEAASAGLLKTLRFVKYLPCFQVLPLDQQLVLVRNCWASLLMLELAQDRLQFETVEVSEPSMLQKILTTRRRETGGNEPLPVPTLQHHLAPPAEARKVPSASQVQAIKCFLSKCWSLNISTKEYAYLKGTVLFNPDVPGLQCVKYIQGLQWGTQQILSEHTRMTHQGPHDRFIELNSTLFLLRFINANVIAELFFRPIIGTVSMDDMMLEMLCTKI
# DAX1 inh-2 – DAX1 (NR0B1) inhibition, primary screen; HEK293T StAR-luciferase reporter, SF-1/DAX-1 repression relief; inhibition, % at 6.8 µM; 370,000 tested, 1.1% active; AID 652010;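 active = inhibition above the mean over all tested compounds plus 3 SD, cut at about 3.6% in these data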;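 also: 0% = DAX-1 cells with DMSO and 100% = cells lacking DAX-1 with DMSO; higher inhibition means more luminescence from relief of DAX-1 repression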
# GAA850 FXN act – activators of GAA850 frataxin (FXN) promoter. 360,000 tested, 0.56% active. HEK293 lucGAA850 FXN promoter luciferase reporter, 24 h; percent of 10 µM SAHA response. activation, % at 6 µM;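 active = activation above the average of all compounds screened plus 3 SD, cutoff fixed separately per campaign, cut at about 7.5% in these data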;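 also: 0% = DMSO wells and 100% = 10 µM SAHA wells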
# HGIII-sPLA2 inh – Inhibits HGIII-sPLA2 liposome hydrolysis, primary screen; Q9NZ20; QFRET BODIPY PC-A2 liposome hydrolysis, fluorescence; inhibition, % at 12.2 µM; 370,000 tested, 0.56% active; AID 743126;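 active = inhibition above mean plus 3 SD of compounds lying within the high and low control bounds, cut at about 19% in these data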;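 also: 0% = median of test compound wells and 100% = no enzyme DMSO wells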
# Target sequence (Q9NZ20 whole entry, looked up): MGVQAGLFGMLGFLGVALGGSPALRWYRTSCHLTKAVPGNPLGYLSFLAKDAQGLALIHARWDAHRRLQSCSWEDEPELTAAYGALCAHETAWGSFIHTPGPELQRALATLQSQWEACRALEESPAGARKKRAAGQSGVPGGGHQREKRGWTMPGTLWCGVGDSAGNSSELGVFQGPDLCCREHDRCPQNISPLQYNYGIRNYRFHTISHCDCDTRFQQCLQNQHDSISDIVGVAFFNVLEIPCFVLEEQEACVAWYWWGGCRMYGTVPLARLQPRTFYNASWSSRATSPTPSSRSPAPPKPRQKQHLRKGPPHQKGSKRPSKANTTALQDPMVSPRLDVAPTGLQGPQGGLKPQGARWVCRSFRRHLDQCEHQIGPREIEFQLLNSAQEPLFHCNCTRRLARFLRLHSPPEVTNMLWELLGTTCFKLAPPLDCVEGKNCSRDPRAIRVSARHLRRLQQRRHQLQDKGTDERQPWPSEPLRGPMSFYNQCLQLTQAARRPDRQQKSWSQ
# hgDAF12 agonist – activates the H. glycines DAF-12 receptor ligand-binding domain. HEK293 GAL4-hgDAF12 UAS-luciferase reporter, agonist luminescence; normalized to butyrate control. activation, % at 6.8 µM. 370,000 tested, 1.8% active. AID 687014;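 active = activation above a cutoff set at the mean of all screened compounds plus 3 SD, cut at about 10% in these data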;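 also: 0% = DMSO wells and 100% = sodium butyrate wells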
# PLC-beta3 inh – inhibitors of human phospholipase C beta3 | 370,000 tested, 0.18% active | AID 720704 | inhibition, % at 12.2 µM | Q01970 | Purified PLC-beta3, fluorogenic substrate, fluorescence; in the data active = inhibition above about 11%;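 also: 0% = median of compound wells on plate and 100% = full blocker control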
# An asterisk follows results filed as active; nt = not tested or not shown.
# The first 6 records (preview)
SMILES,hcDAF-12 act,ssDAF12 agonist,NR1D1 modulator,PG9 Ab binder,SMARCA2 act,DAX1 inh-1,DAX1 inh-2,GAA850 FXN act,HGIII-sPLA2 inh,hgDAF12 agonist,PLC-beta3 inh
COc1ccc(C/C(N)=N/OC(=O)C(c2ccccc2)c2ccccc2)cc1OC,-1.1,-0.9,3,2.3,-2,1.7,-0.2,1.6,-22,0.6,3
C=C(C)CNC(=O)CCc1nnc(Cc2cccc(C(F)(F)F)c2)o1,1.5,1.0*,2,0.1,5,0.6,1.4,6.0,4,10,3
COc1cccc(C(C)(O)c2nc(-c3cccc(C(F)(F)F)c3)cs2)c1 (centres undefined),0.3,-1.1,4,0.7,-3,nt,-1.8,2.5,-12,-0.1,-5
Cn1cnnc1SCC(=O)Nc1ccc2nc(SCc3ccccc3F)sc2c1,1.2,-0.7,5,-2.6,9.9*,1.8,0.8,5.2,-21,13*,-5
Cc1nc2ccc(NC(=O)N3CCSCC3)cc2nc1C,-0.3,-1.3,-1,2.2,1,0.0,0.1,0.4,-2,-0.9,-409
CC(C)(C)c1ccc(C(=O)N2CCCCCC2=O)cc1,-7.8,-3.3,-3,-1.6,-10,-4.1,-3.5,-12,0,-16,1

# All compounds of this part (from the top)
SMILES,hcDAF-12 act,ssDAF12 agonist,NR1D1 modulator,PG9 Ab binder,SMARCA2 act,DAX1 inh-1,DAX1 inh-2,GAA850 FXN act,HGIII-sPLA2 inh,hgDAF12 agonist,PLC-beta3 inh
COc1ccc(C/C(N)=N/OC(=O)C(c2ccccc2)c2ccccc2)cc1OC,-1.1,-0.9,3,2.3,-2,1.7,-0.2,1.6,-22,0.6,3
C=C(C)CNC(=O)CCc1nnc(Cc2cccc(C(F)(F)F)c2)o1,1.5,1.0*,2,0.1,5,0.6,1.4,6.0,4,10,3
COc1cccc(C(C)(O)c2nc(-c3cccc(C(F)(F)F)c3)cs2)c1 (centres undefined),0.3,-1.1,4,0.7,-3,nt,-1.8,2.5,-12,-0.1,-5
Cn1cnnc1SCC(=O)Nc1ccc2nc(SCc3ccccc3F)sc2c1,1.2,-0.7,5,-2.6,9.9*,1.8,0.8,5.2,-21,13*,-5
Cc1nc2ccc(NC(=O)N3CCSCC3)cc2nc1C,-0.3,-1.3,-1,2.2,1,0.0,0.1,0.4,-2,-0.9,-409
CC(C)(C)c1ccc(C(=O)N2CCCCCC2=O)cc1,-7.8,-3.3,-3,-1.6,-10,-4.1,-3.5,-12,0,-16,1
CCOC(=O)/C=C/C(=O)N1CCN(C(=O)/C=C/C(=O)OCC)CC1,-0.4,-0.7,1,-0.5,-3,0.6,-0.5,5.0,10,-3.6,-12
CC12CCC(=O)N1C(C(=O)Nc1ccc(S(=O)(=O)N3CCCCC3)cc1)CS2 (centres undefined),-1.9,-1.1,1,1.1,-4,0.2,0.0,-2.1,4,-0.9,-10
CC(=O)Nc1ccc(S(=O)(=O)N(C)CC(=O)NC2CCCC(C)C2C)cc1 (centres undefined),-1.4,-1.1,2,3.6,-1,-0.3,-1.2,-0.6,6,-1.5,-4
CCN(c1ccccc1)C1(O)C(=O)c2ccccc2C1=O,-0.1,-2.1,-5,-1.6,-1,-0.9,0.2,1.4,3,-0.8,-2
CC(=O)CCS(=O)(=O)c1ccc(NC(C)=O)cc1,-0.6,-1.3,6,0.7,-1,0.7,0.0,-0.8,9,3.4,0
O=C1NC(NS(=O)(=O)c2ccccc2)(C(F)(F)F)C(=O)N1c1cccc(Cl)c1 (centres undefined),-0.6,-1.2,-1,1.1,-2,-1.0,0.2,0.3,0,-1.3,-7
CCC(NC(=O)CN1CCN(C(=O)c2cccs2)CC1)c1ccc(C)cc1 (centres undefined),0.1,-1.2,2,2.5,-1,0.4,0.3,-1.1,9,0.1,-3
CCCc1cc(=O)oc2cc(OCc3ccc(OC)cc3)c(Cl)cc12,-3.6,-1.7,-5,0.0,1,0.1,0.1,2.3,-2,0.4,0
Cc1cc(C)c(S(=O)(=O)Nc2ccc(-c3cn4ccccc4n3)cc2)c(C)c1,0.8,-1.9,-1,-2.7,-1,-1.1,-1.1,0.4,-59,-0.1,-107
NNC(=O)c1oc2nc(-c3cccs3)cc(-c3ccco3)c2c1N,-2.8,-0.1,-20,-5.0,-3,-0.7,-1.0,-0.7,0,-0.2,-247
COc1cc(OC)c(N(C)S(=O)(=O)c2cccc(C(=O)OCC(=O)c3c[nH]c4ccccc34)c2)cc1Cl,-5.5,-2.8,4,-0.7,-7,-5.2,-3.4,-7.0,-9,-7.4,1
Cc1cc(C)nc(NC(N)=S)n1,3.8,0.2,-4,-0.1,-3,0.7,-0.3,1.2,-5,2.6,-2
O=S(=O)(Nc1ccc2nc(-c3ccco3)[nH]c2c1)c1ccccc1,1.0,-0.9,5,-0.2,1,1.0,-0.1,3.0,-5,4.5,-44
O=C(C1=C[C@@H](c2ccc(C(F)(F)F)cc2)C[C@@H](OCc2ccc(CO)cc2)O1)N1CCN(Cc2ccccc2)CC1,-2.3,-1.6,3,0.6,-2,0.3,-0.5,-1.6,-14,-0.7,-1
Cc1ccc2oc(C(F)(F)C(F)F)cc(=O)c2c1,-2.4,-0.6,-2,-0.1,1,0.7,0.2,1.0,-4,1.2,-8
Cc1onc(-c2c(Cl)cccc2Cl)c1NC(=O)NN(C)C,-0.3,-1.5,4,-0.6,-5,3.5,0.5,0.2,9,2.7,-8
CC(C)C(=O)N(Cc1cc2ccccc2[nH]c1=O)C(C)(C)C,-0.8,-0.8,1,-1.8,-2,2.2,0.9,-2.1,-1,0.3,-2
CCSC1=C(C#N)C(c2ccccc2C)CC(=O)N1 (centres undefined),-1.3,-1.2,1,2.7,2,-1.8,0.0,-2.1,-1,-2.3,-16
CC1(Oc2ccc(Cl)cc2)CCN(Cc2ccc(-c3ccccn3)cc2)C1 (centres undefined),0.9,-1.4,-6,-1.2,-6,nt,1.5,0.5,4,-0.8,-2
Cc1cccc(C)c1NC(=O)C(c1cccs1)N(Cc1ccco1)C(=O)Cn1nnc2ccccc21 (centres undefined),-1.6,-1.1,2,1.8,3,1.7,0.2,-2.1,7,0.7,4
CCOc1ccc(-n2c(SCC(=O)Nc3ccc(OCc4ccccc4)cc3)nnc2-c2ccc(Cl)cc2)cc1,1.4,-0.9,2,nt,-5,nt,-0.1,nt,4,0.3,-2
CC1(c2ccccc2Cl)NC(=O)N(CC(=O)NCc2ccc3c(c2)OCO3)C1=O (centres undefined),0.5,-0.8,3,1.8,-2,-1.4,-0.2,-0.6,3,0.8,-6
O=C(O)c1ccc(Cl)c(NC(=O)C2CCCN2S(=O)(=O)c2cccc3nsnc23)c1 (centres undefined),-0.2,-1.1,2,-1.3,-6,1.4,0.5,-1.8,-5,-1.7,10
COc1ccccc1C(CCNCc1ccc(N(C)C)cc1)c1ccc(OC(C)C)cc1 (centres undefined),-0.5,-0.9,-6,-0.3,-1,-1.1,0.0,-0.1,-13,-1.5,-3
O=C(Nc1ccccc1)C(c1ccccc1)c1ccccc1,-0.1,-1.2,-2,-1.1,-1,-0.9,-0.5,0.0,-22,-1.2,1
CC[C@]12c3[nH]c4cc(CCC(=O)N(C)C)ccc4c3CCN1C(=O)[C@@H](CC(=O)NCCN1CCOCC1)C[C@@H]2C(=O)N1CCN(C(=O)C2CC2)CC1,-0.8,-0.7,3,0.7,-3,-0.3,-0.3,1.2,14,0.0,-2
CC(NC(=O)C(=O)NCCC1=CCCCC1)c1ccccc1 (centres undefined),-2.3,-1.9,1,-0.7,-2,-0.3,-0.5,1.2,13,0.3,0
COc1cccc(C(=O)N2CCN=C2SC)c1,1.7,-0.9,-3,-0.9,1,-0.3,-0.5,1.8,8,0.6,-2
COc1ccc(C(=O)N/N=C2/SCC(=O)N2Cc2ccc3c(c2)OCO3)cc1OC,-1.2,-1.3,-4,1.6,-1,-1.1,0.1,3.9,4,-1.6,-3
Cc1onc(-c2ccccc2Cl)c1C(=O)NC(=S)Nc1ccc(C(C)C)cc1,-1.2,-1.4,4,-2.3,-4,-0.4,0.0,0.7,-13,0.9,-5
FC(F)(F)c1ccc(Cl)c(CN2CCN(c3ncc(Cc4ccccc4)cn3)CC2)c1,-2.0,-0.6,1,1.7,-5,nt,0.1,nt,6,1.3,5
O=C(Nc1nc(-c2ccccc2)cs1)C1CCCN(S(=O)(=O)c2ccccc2)C1 (centres undefined),-5.3,-3.3,2,4.2,-6,-4.6,-3.6,-9.3,-25,-8.6,3
C=CC(=O)N1C/C=C\C(c2ccc(OC)cc2)N(Cc2ccc(F)cc2)C(=O)C1 (centres undefined),-1.4,-1.1,-4,0.4,0,-0.4,-0.4,1.4,2,0.8,3
COc1ccc(CCNC(=O)CSc2nc3[nH]c(=O)cc(O)c3s2)cc1,0.5,-1.4,-4,0.2,-4,0.9,-3.6,0.8,5,1.3,-15
CC(=O)NC1C(OCCOc2ccc(Cl)cc2C)OC(CO)C(O)C1O (centres undefined),-1.6,-1.4,1,-0.8,3,1.1,0.0,0.0,3,-0.1,-4
CCN(CC)C(=O)c1ccc(Nc2nnc(C)c3ccccc23)cc1,-2.4,-0.2,-5,-0.5,-3,-2.0,-0.3,1.4,1,-0.1,-80
CC(=O)N1CCc2c1cccc2S(=O)(=O)NC(CC(C)C)C(=O)Nc1ccc(F)cc1Cl (centres undefined),1.4,-1.0,4,nt,-1,nt,0.2,nt,-2,0.4,0
O=C1CCCN1C1CCN(Cc2ccccc2)S(=O)(=O)N1 (centres undefined),-0.2,-0.9,-3,0.7,-4,nt,0.8,nt,7,2.2,0
COc1cc(C(=O)Nc2c(C(=O)O)[nH]c3ccc(Br)cc23)cc(OC)c1OC,4.7,-0.6,1,-0.2,0,-0.6,0.2,2.0,-37,0.2,-11
O=C(CN1CCSCC1)N/N=C/c1cccc(Cl)c1,-0.2,-1.2,-8,0.8,-1,0.5,-0.6,2.8,-1,1.4,-7
COc1ccc2cc(C#CC3=CC(=O)C[C@H](c4ccc(F)cc4)C3)ccc2c1,0.2,-0.6,4,-0.8,-5,1.0,1.7,-0.3,7,1.1,-67
Cn1ccnc1SCC(=O)Nc1ccc2ccccc2c1,5.0,1.2*,-3,0.2,5,0.3,5.7*,2.4,-2,9.1,-1
Cc1cc(OCCCn2ccnc2)cc(C)c1Cl,-2.6,-1.1,-4,0.8,-1,-1.1,0.0,0.6,-24,-1.3,0
COc1ccc(NC(=O)Nc2ccc(CC(=O)O)cc2)cc1,-1.6,-0.7,-3,0.3,1,0.3,0.3,-0.7,5,0.9,1
COc1ccc(CNC(=O)CN(C(=O)CCC(=O)Nc2nccs2)c2cccc(C)c2)cc1,1.1,-0.9,3,0.5,-4,-0.3,-0.5,0.8,5,-2.6,-10
COc1ccccc1N(C(=O)CNS(=O)(=O)c1ccccc1)C(C(=O)NCc1ccco1)C(C)C (centres undefined),-1.5,-0.6,-1,-1.4,1,0.3,-0.2,-1.5,-4,-0.2,2
Cc1cc(C)n2nc(C(=O)N/N=C/c3ccc(O)cc3)nc2n1,-1.1,-0.6,0,-1.9,0,-0.8,-0.2,-0.3,-1,2.2,-5
